# GPR151 activ = human GPR151 activation | activation, % at 11.2 µM | 1% of 650,000 active | Q8TDV0 | AID 1508602 | PathHunter beta-arrestin GPR151 cells, luminescence; in the data active = activation above about 4.9%;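 note: 0% = median of compound wells and 100% = cells with positive control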
# Target sequence (Q8TDV0 whole entry, looked up): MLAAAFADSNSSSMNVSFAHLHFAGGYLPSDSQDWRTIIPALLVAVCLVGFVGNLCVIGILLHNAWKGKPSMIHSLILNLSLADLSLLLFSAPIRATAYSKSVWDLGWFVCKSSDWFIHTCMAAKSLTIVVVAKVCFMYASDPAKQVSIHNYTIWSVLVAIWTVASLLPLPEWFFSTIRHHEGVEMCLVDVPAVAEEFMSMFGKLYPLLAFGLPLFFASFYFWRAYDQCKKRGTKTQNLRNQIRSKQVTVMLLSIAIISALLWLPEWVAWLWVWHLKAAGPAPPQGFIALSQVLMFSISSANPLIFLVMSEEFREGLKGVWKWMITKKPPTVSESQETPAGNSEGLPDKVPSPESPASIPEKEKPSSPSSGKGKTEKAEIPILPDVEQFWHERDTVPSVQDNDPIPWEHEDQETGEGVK
# FBW7 act = human FBW7 E3 ligase activation, primary screen; AlphaScreen FBW7–phospho-cyclin E peptide binding, activator screen; 0.13% of 650,000 active; AID 1259310; normalized activity (activation), % at 26.1 µM; Q969H0; in the data active = normalized activity above about 1.9%;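 note: purified mutant Fbw7 with reduced substrate affinity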
# TEAD-YAP block = TEAD-YAP interaction inhibition | HEK-TIYL cells, TEAD-Gal4/YAP UAS-luciferase luminescence | inhibition, % at 9.12 µM | 1.4% of 640,000 active | AID 1259422; in the data active = inhibition above about 32%;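 note: 0% = median of test compound wells and 100% = reference inhibitor wells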
# MITF primary = human MITF inhibition, primary screen; O75030; AlphaScreen MITF homodimerization, bead proximity signal; inhibition, % at 2.6 µM; 0.91% of 650,000 active; AID 1259374; in the data active = inhibition above about 50%;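 note: 0% = vehicle wells with protein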
# Target sequence (O75030 whole entry, looked up): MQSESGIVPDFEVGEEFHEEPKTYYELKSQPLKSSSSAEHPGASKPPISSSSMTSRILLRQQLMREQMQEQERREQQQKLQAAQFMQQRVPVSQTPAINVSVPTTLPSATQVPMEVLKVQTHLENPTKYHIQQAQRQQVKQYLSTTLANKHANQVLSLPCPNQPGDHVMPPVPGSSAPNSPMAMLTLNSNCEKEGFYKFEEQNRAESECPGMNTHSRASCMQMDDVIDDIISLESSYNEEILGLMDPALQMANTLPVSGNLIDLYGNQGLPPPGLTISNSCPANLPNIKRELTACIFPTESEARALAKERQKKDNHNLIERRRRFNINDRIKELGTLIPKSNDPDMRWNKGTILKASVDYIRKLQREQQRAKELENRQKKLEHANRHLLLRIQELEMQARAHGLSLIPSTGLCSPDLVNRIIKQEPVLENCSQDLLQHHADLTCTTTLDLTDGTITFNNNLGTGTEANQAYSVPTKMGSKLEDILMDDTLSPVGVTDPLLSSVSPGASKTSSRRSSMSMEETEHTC
# Active calls of the source: *.
SMILES,GPR151 activ,FBW7 act,TEAD-YAP block,MITF primary
CCOC(=O)C1(CCOc2ccccc2)CCN(Cc2cnc(N(C)C)s2)CC1,-1.0,0.3,3.3,8.9
CCC(C)NC(=O)C1CCN(c2ncnc3c2sc2cccc(F)c23)CC1 (configuration not stated),1.5,0.0,2.2,5.9
COC(=O)C1=C(C(=O)c2ccccc2)C(c2cccc([N+](=O)[O-])c2)n2nnnc2N1 (configuration not stated),-0.8,0.1,-4.4,-8.6
Cc1cc(C)nc(NS(=O)(=O)c2ccc(NC(=O)COc3ccccc3Cl)cc2)n1,-0.5,0.2,-4.3,0.8
O=C(O)c1ccc(N/C=C/C(=O)c2cccs2)cc1,-8.1,-0.2,-4.5,-2.3
c1cc(-c2cn3ccccc3n2)cc(-n2cccc2)c1,-1.0,0.1,-39.8,7.2
C[C@@H]1CN(Cc2ccc3c(c2)CN(Cc2nccs2)CCO3)C[C@H](C)O1,-1.3,-0.3,-8.7,-5.7
O=C(Nc1cccc(O)c1)c1cc(S(=O)(=O)N2CCCCC2)c(Cl)cc1Cl,2.0,-0.1,8.4,4.1
COCCCNCCCCOc1ccc(C(C)C)c(C)c1,-0.4,-0.1,6.6,58.5*
Cc1ccc2nc(-c3ccco3)c(-c3ccco3)nc2c1,-2.5,-0.3,-2.4,17.1
CS(=O)(=O)NCC1CCN(c2ccc(S(=O)(=O)N3CCOCC3)cc2)CC1,-1.4,0.1,-4.7,-0.8
O=C1Oc2ccc3ccccc3c2C1(O)C(F)(F)F (configuration not stated),-1.3,0.0,5.5,5.4
N#Cc1ccccc1NC(=O)Cc1c(F)cccc1Cl,-0.3,-0.1,2.9,0.2
Cc1noc(C)c1S(=O)(=O)N1CCCC1C(=O)N1CCc2ccccc2C1 (configuration not stated),-0.3,0.1,0.2,3.5
Oc1ccccc1-c1nc(/C=C/c2ccccc2F)nn1-c1ccccc1,0.3,-0.1,-13.7,-14.0
CCN(CC)C(=O)CSc1nc2c(sc(=S)n2-c2ccccc2OC)c(=O)n1-c1ccccc1,1.7,0.1,-1.5,2.0
Cc1sc(NC(=O)c2cc([N+](=O)[O-])ccc2Cl)nc1-c1ccccc1,-0.7,0.2,23.9,10.8
Cc1ccc(Cl)cc1NC(=O)C1Sc2nnc(C)n2NC1c1ccc(F)cc1 (configuration not stated),-0.5,0.0,7.5,0.9
C/C(CC(=O)Nc1cc([N+](=O)[O-])ccc1C)=N\NC(=O)C(=O)Nc1cccc(Cl)c1C,-0.5,0.2,-4.7,-1.2
CCN(C(=O)COc1ccc(Cl)cc1)c1nnc(-c2cccnc2)s1,-0.2,0.0,-11.5,10.8
Cc1nccn1S(=O)(=O)c1cc(Cl)ccc1Br,0.9,0.7,-5.7,14.7
CCN(CC(=O)Nc1ccc(Br)cc1)S(=O)(=O)c1c(F)cccc1F,-0.5,0.0,-0.1,-11.6
CC(=O)c1cccc(CN2CCC(n3nccc3NC(=O)CCc3ccccc3)CC2)c1,-0.1,0.1,14.4,8.3
COc1cc(N)c(Cl)cc1C(=O)OCC(=O)NC(=O)NCc1ccco1,-1.2,0.0,-4.2,5.9
COc1ccc(Nc2nc(-c3cccnc3)cs2)cc1,-2.8,0.2,-28.6,-13.5
CC1(C)Cc2c(sc(NC(=O)c3ccc4ccccc4c3)c2C#N)C(C)(C)N1,0.6,1.6,26.8,4.6
O=C(c1ccc(Cl)c(S(=O)(=O)N2CCOCC2)c1)N1CCCCC1,0.0,-0.1,7.6,9.1
COCC(C)N=Cc1c(O)[nH]c2ccccc12 (configuration not stated),1.0,0.5,2.7,-15.0
O=C1OC(c2ccc(Cl)cc2Cl)=N/C1=C\c1cccc(Br)c1,1.1,-0.1,-2.2,-1.6
CCOc1ccc(C(=O)NC(=S)Nc2ccccn2)cc1[N+](=O)[O-],0.3,0.7,-16.1,5.5
CC1=C([N+](=O)[O-])C(c2ccc(Cl)cc2)N(C)C(=O)N1C (configuration not stated),-0.3,-0.3,3.3,-2.9
CCOC(=O)c1cccc(NC(=O)CSc2nc3ccccc3s2)c1,-0.6,0.1,3.5,4.0
CCOc1cccc(OCC)c1NC(=O)CSc1nc2ccccc2c(=O)n1C,-0.1,-0.1,-16.1,-0.2
COc1cc(CN2CCN(C(C)C)C(CCO)C2)ccc1OCc1ccccc1 (configuration not stated),0.1,0.1,-1.8,2.0
O=C(Nc1ccc(Br)cc1)c1cc2ccccc2c(=O)o1,-0.1,0.0,-8.8,22.4
C1=C(c2cccnc2)Nc2nc3ccccc3n2C1c1cccs1 (configuration not stated),-0.8,0.0,-28.2,1.3
Cc1ccc(/C=N/NC(=O)C(=O)N/N=C/c2ccc(C)c([N+](=O)[O-])c2)cc1[N+](=O)[O-],-0.7,0.5,-4.2,14.1
COCCOC(=O)C1=C(C)NC(=O)CC1c1ccccc1OCc1ccccc1 (configuration not stated),-0.8,0.1,6.5,8.4
O=C(CNC(=O)c1ccc(Br)o1)OCC(=O)c1ccc(Br)cc1,1.9,0.1,4.4,-10.7
Cc1csc(CNC(=O)CCc2nnc(Cc3cccc(C(F)(F)F)c3)o2)n1,0.1,-0.1,-7.0,-6.5
CCCN(CCC)c1nc(N2CCOCC2)nc(N2CCOCC2)n1,-0.5,0.0,7.2,8.4
Cc1ccc(-c2c(C(=O)Nc3cccc(-c4nc5ccc(C)cc5o4)c3)oc(=O)c3ccccc23)cc1,-0.7,0.0,3.4,3.7
CCOc1ccc(/C=C2/C(=O)NC(=O)N(C)C2=O)c(OCC)c1,-0.1,-0.1,4.6,3.7
C=CCNC(=O)CN(Cc1ccc(Br)cc1)S(=O)(=O)c1ccccc1,1.1,0.2,9.9,0.1
O=C1NCCN1C(=O)c1cc([N+](=O)[O-])ccc1Cl,0.5,0.0,0.7,2.3
CC(C)OC(=O)Cn1nnc2c(cnn2-c2ccc(F)cc2)c1=O,-1.0,0.2,-17.1,7.5
Oc1cc(Br)ccc1C1OCC2(CO1)COC(c1ccc(Br)cc1O)OC2 (configuration not stated),1.9,-0.1,17.8,-8.5
CC(=O)C(/C=N/c1cc(-c2ccc(C)cc2)nn1-c1ccccc1)=C(/C)O,-2.3,0.1,-53.2,16.9
Cc1cccc(C(=O)CC(=O)c2ccc(C)cc2O)c1,1.5,-0.1,-4.7,-5.5
CC(=O)N1CCN(c2ccc3cccc(-c4ccc(F)cc4)c3n2)CC1,3.5,0.3,14.6,9.7
Fc1ccc(C(CNc2nc(-c3cccnc3)nc3ccccc23)N2CCOCC2)cc1 (configuration not stated),-2.1,-0.1,9.9,3.5
CCN1CCN(C(=O)CCNC(=O)Cn2cnc3ccccc3c2=O)CC1,0.7,-0.1,0.1,11.1
O=C(CSc1nc(-c2cccs2)c(-c2cccs2)[nH]1)NC1CCS(=O)(=O)C1 (configuration not stated),0.8,-0.2,-1.0,-4.8
CCCCN(C(=O)NC(=O)NC(C)(C)C)S(=O)(=O)c1ccc(C)cc1,1.4,0.1,-3.6,-5.8
Cc1ccc2nc(Cl)c(C3CC(c4ccc(Br)cc4)=NN3S(C)(=O)=O)cc2c1 (configuration not stated),5.1*,0.0,-3.4,8.4
O=C(CCn1c(SCc2ccccc2Cl)nc2ccccc2c1=O)NCCc1ccccc1,-0.4,0.1,-4.5,-11.5
CC1CCCCN1C(=O)Cn1nnc(-c2cccnc2)n1 (configuration not stated),-0.3,0.1,9.3,1.4
CC(=O)Nc1ccc(SCC(=O)NC(N)=O)cc1,-0.3,-0.2,-3.6,3.7
CCOC(=O)C1CCN(C(=O)c2ccccc2NC(=O)c2ccc(Cl)cc2)CC1,-0.2,0.0,1.6,-6.2
Cn1cnnc1SCC(=O)c1ccc2c(c1)OCO2,0.1,-0.2,-9.6,-0.1

# 2 entries from above, as tab-separated lines.
compound	GPR151 activ	FBW7 act	TEAD-YAP block	MITF primary
CCN(C(=O)COc1ccc(Cl)cc1)c1nnc(-c2cccnc2)s1	-0.2	0.0	-11.5	10.8
Cc1nccn1S(=O)(=O)c1cc(Cl)ccc1Br	0.9	0.7	-5.7	14.7

# Additional structures:
SMILES,GPR151 activ,FBW7 act,TEAD-YAP block,MITF primary
Cn1c(SCC(=O)Nc2ccc(Br)c(Cl)c2)nnc1-c1ccco1,0.9,-0.1,-2.5,0.6
O=C(OCc1ccccc1)N1CCN2C(=O)[C@@H]3CSCN3C(=O)[C@H]2C1,-1.0,0.1,1.9,1.4
COC(=O)c1ccc2c(=O)n(CCN3CCOCC3)c(SCC(=O)c3ccc(Br)cc3)nc2c1,-0.2,-0.1,0.3,7.9
C=CCn1c(=O)c2c(nc3n(-c4ccc(OC)cc4OC)c(C)cn23)n(C)c1=O,-0.9,0.1,0.2,16.6
CC1(C)N=C(c2cccc(F)c2)C(=S)N1,1.9,0.1,-10.5,9.7
Cn1c(N)c(/C=N/NC(=O)c2cccnc2)c(=O)n(C)c1=O,-0.5,-0.1,-4.0,-0.3
Cc1cc(Cl)ccc1OCC1NCCS1 (configuration not stated),-1.1,0.0,-9.0,-0.4
CCc1ccc(Nc2nc(-c3ccncc3)cs2)cc1,0.6,0.2,-1.5,-1.4
Cc1ccc(C)c(N2CCN(c3ncnc4c3cnn4-c3ccc(Cl)cc3)CC2)c1,0.5,-0.1,6.7,2.4
CCOc1ccc2nc(SCC(=O)c3ccc(C)cc3C)sc2c1,1.5,0.1,16.5,25.7
O=c1c2ccccc2[nH]c(=S)n1Cc1ccc(F)cc1,0.2,-0.1,3.8,-3.8
CN1/C(=C\C(=O)COC(=O)c2ccc([N+](=O)[O-])s2)C(C)(C)c2ccccc21,-1.5,-0.5,-3.6,2.0
C=CCn1c(SCC(=O)Nc2sc3c(c2C(=O)OC)CCC3)nc2sc3c(c2c1=O)CCCC3,-1.3,-0.1,-3.9,-0.6
CCN(CC)C(=O)Cn1ncc2c3sc(C)cc3n(C)c2c1=O,-0.5,0.8,-5.4,11.0
CNC(=O)CN(C)S(=O)(=O)c1ccc(Cl)cc1,-0.9,0.0,1.6,-17.2
CCCn1nnc(NC(=O)c2cccc(C)c2OC)n1,1.5,1.2,-5.7,13.2
Cc1cc2nn(-c3ccccc3)nc2cc1NC(=O)c1cccs1,0.5,0.1,-28.1,2.3
COc1ccc(S(=O)(=O)NC(C)c2ccccc2)cc1Cl (configuration not stated),0.6,0.1,-13.1,14.5
O=C(Cn1cnc2c(nnn2-c2ccccc2)c1=O)Nc1ccc2c(c1)OCCO2,-2.3,0.1,8.9,23.2
O=C1NC(=Nc2ccccc2Cl)S/C1=C\c1ccc(-c2ccc([N+](=O)[O-])cc2Cl)o1,-0.2,0.0,3.5,3.7
CC(C)(C)N(Cc1ccccc1)C(=O)COC(=O)/C=C/c1ccccc1[N+](=O)[O-],-0.5,-0.3,-4.3,3.9
O=C(N/N=C/c1ccc2c(c1)OCO2)C12CC3CC(CC(C3)C1)C2,1.3,0.1,-46.5,11.3
Cc1nn(CCC#N)cc1/C=N/Nc1ncnc(N)c1[N+](=O)[O-],-0.1,-0.8,-10.0,7.6
Cc1cccc(NC(=O)CN2CCC(n3nnc4cc(C(F)(F)F)ccc43)CC2)c1,0.2,0.4,4.0,11.1
O=C1NCCN(Cc2ccc(Cl)c(F)c2)C1CC(=O)N1CCCC1 (configuration not stated),1.3,0.1,-17.6,7.6
Cc1nc2c(C(=O)N3CCCCC3)cnn2c(C)c1Cc1ccccc1F,-1.7,0.1,-105.2,7.2
CC(=O)c1ccccc1NC(=O)COC(=O)CCC1CCCC1,-0.7,0.3,1.5,-6.0
CC(C)N1CCC(CNS(=O)(=O)c2ccc(C(C)(C)C)cc2)CC1,1.1,-0.2,6.0,-5.4
Cc1ccc2oc(=O)c3cnn(CC(=O)NCCCN4C(C)CCCC4C)c3c2c1 (configuration not stated),-0.6,-0.1,-8.1,0.6
CCCCNS(=O)(=O)c1ccc(NC(=O)C(Cl)(Cl)Cl)cc1,0.6,0.1,0.9,-16.1
CC1CC(C)CN(C(=O)c2ccc(N3CC4CC(C3)c3cccc(=O)n3C4)c([N+](=O)[O-])c2)C1 (configuration not stated),0.3,-0.1,-5.7,-5.3
COc1ccc(-n2ccnc(SCC(=O)Nc3cc(C)cc(C)c3)c2=O)cc1Cl,-0.8,-0.1,4.2,-2.9
Nc1cc([N+](=O)[O-])ccc1C(=O)OCC(=O)Nc1ccc(F)c(F)c1F,-0.5,0.4,2.9,15.6
CC(c1ccc(F)cc1)n1cc(C(=O)NCCCN2CCOCC2)nn1 (configuration not stated),-0.4,-0.1,-2.7,-10.3
COC(=O)c1ccc(COc2cccc3c2CCN(Cc2ccc(C)cc2)C3=O)o1,1.8,-0.2,-3.4,-3.9
CCN(CC)c1ccc(C2NC(=O)NC(C)=C2C(=O)OCCC#N)cc1 (configuration not stated),0.8,0.0,8.0,-13.7
CCN(CC)CCn1c(=S)sc2c(=O)n(-c3ccccc3OC)c(SCc3cccc(Cl)c3)nc21,1.8,0.0,6.2,-5.0
CC(C)OC(=O)c1ccc(Oc2nc(N(C)C)nc(N(C)C)n2)cc1,0.7,-0.1,4.5,-7.5
CC(C)C(=O)Nc1nnc(S(=O)(=O)N2CCCc3ccccc32)s1,2.7,-0.1,3.3,3.2

# Sorted by molar mass (low to high): some entries from above
SMILES,GPR151 activ,FBW7 act,TEAD-YAP block,MITF primary
CC(c1ccc(F)cc1)n1cc(C(=O)NCCCN2CCOCC2)nn1 (configuration not stated),-0.4,-0.1,-2.7,-10.3
COC(=O)c1ccc(COc2cccc3c2CCN(Cc2ccc(C)cc2)C3=O)o1,1.8,-0.2,-3.4,-3.9
Cc1ccc2oc(=O)c3cnn(CC(=O)NCCCN4C(C)CCCC4C)c3c2c1 (configuration not stated),-0.6,-0.1,-8.1,0.6
COc1ccc(-n2ccnc(SCC(=O)Nc3cc(C)cc(C)c3)c2=O)cc1Cl,-0.8,-0.1,4.2,-2.9

# Source: PubChem
